PI4K2A inh: qHTS for small molecular inhibitors of PI4K2A; Phosphatidylinositol 4-kinase type 2-alpha (Homo sapiens), Q9BTU6; purified PI4K2A, ADP-Glo luminescence, 1 h; hits give low values; activity change, negative = inhibition, % at 76.9 µM; 420,000 compounds, 0.13% hits; AID 1346378, 2018; in the data active means activity change below about -50%; inconclusive means mostly about -30% to -49%;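 further: -100% = wells without enzyme as full effect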
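In this quantitative HTS, ADP production by PI4K2A was quantified luminescently after 1 h at ambient temperature; 100 microM adenosine served as plate-quality control.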
GLS inh: qHTS for Inhibitors of Glutaminase (GLS). Glutaminase kidney isoform, mitochondrial (Homo sapiens), O94925. GLS enzymatic activity, qHTS titration. Potency, µM (top dose mostly 45.5 µM), for the others: at the highest dose activity change, negative = inhibition, actives largely listed as inhibitors. 410,000 compounds, 0.21% hits. AID 624170, 2012; further: potency means the concentration at half of the fitted maximal effect; on the % scale 0 is the no-effect control and ±100 the full control effect
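hKGA in 45 mM KH2PO4 (pH 8.2), 0.02% Tween-20 with compound, then 1mM L-Glutamine (stock as added) plus glutamate oxidase/HRP/Amplex red coupling mix. Fluorescence read initially and after 30 min at RT; signal change reflects glutamate formation.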
G9a inh: qHTS Assay for Inhibitors of Histone Lysine Methyltransferase G9a; Potency, µM (doses to about 102 µM), for the others: at the highest dose activity, negative = inhibition, hits mostly inhibitors; AID 504332, 2011; G9a H3K9 monomethylation, AlphaScreen, 2 h; 350,000 compounds, 8.8% hits; further: potency means the concentration at half of the fitted maximal effect; on the % scale 0 is the no-effect control and ±100 the full control effect; nearly all actives have a fitted effect of over 75% in size
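AlphaScreen read-out: biotin-H3K9 peptide (500 nM) methylation by 20 nM enzyme with 20 uM SAM, 2 h at room temperature after 15 min compound preincubation; anti-monomethyl H3K9 antibody plus donor/acceptor beads, 10 min dark.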
ALOX12 inh: Primary qHTS assay for inhibitors of human arachidonate 12S-lipoxygenase (ALOX12): Round 2; Polyunsaturated fatty acid lipoxygenase ALOX12 (Homo sapiens), P18054; Potency, µM (highest dose often 108 µM), inactives show at the top dose activity change, negative = inhibition, usual class: inhibitors; 580,000 compounds, 1.1% hits; purified 12hLO, xylenol orange hydroperoxide absorbance; further: potency means the concentration at half of the fitted maximal effect; on the % scale 0 is the no-effect control and ±100 the full control effect
Target sequence (P18054 whole entry, looked up): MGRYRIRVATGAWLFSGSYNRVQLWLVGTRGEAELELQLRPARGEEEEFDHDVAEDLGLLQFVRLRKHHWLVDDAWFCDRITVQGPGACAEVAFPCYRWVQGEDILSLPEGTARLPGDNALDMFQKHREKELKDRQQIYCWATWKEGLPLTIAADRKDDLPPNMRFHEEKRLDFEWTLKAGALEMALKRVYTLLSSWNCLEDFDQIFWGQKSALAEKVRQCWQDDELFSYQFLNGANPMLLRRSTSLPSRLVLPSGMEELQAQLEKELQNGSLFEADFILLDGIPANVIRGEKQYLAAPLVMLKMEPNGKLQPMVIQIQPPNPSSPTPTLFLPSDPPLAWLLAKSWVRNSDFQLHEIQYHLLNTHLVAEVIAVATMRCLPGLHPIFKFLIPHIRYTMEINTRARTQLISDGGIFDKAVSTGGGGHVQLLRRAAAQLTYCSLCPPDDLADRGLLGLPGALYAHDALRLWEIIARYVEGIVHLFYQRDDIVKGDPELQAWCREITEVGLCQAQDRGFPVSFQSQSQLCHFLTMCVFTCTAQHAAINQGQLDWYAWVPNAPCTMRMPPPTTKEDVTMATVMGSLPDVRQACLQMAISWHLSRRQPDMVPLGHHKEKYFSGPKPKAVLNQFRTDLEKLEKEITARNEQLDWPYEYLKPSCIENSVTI
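Hydroperoxide product was detected by ferrous iron/xylenol orange as the 573 to 405 nm absorbance ratio. Arachidonic acid at 40 uM (final) was turned over for 30 min at room temperature by 150 nM human 12hLO, pH 7.0 Hepes buffer, after 15 min compound preincubation.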
ERG Ets-DNA blk: qHTS for Small Molecule Inhibitors of the ERG Ets/DNA interaction; fluorescence polarization, His-ERG Ets domain / labelled DNA; Potency, µM (titrated, usually from 76.9 µM), inactives show top-dose FP activity, negative = inhibition, actives largely listed as inhibitors; 370,000 compounds, 0.028% hits; AID 624246, 2012; active means well fitted inhibition curve with a large enough effect in the polarisation, with a control signal flat; inconclusive means small, poorly fitted or top-dose-only effect, or effect the other way, or a change in a side signal; inactive means no such curve, though single readings can be large or run the other way; the % refers to the polarisation;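 further: polarization taken with two DNA probes labelled with fluorescein and Texas red; potency means the concentration at half of the fitted maximal effect; % of control where 0% means no effect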
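His-tagged ERG Ets domain (1 uM in the protein solution; 300mM KCl, 50mM Tris-HCl, 1mM EDTA, 1mM DTT, pH 7.5) received compound, then a probe mix of 5 nM fluorescein-DNA and 100nM Texas-615-DNA. Fluorescence polarization was read for both dyes.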
RGS4 inhibitor: Inhibitors of Regulator of G Protein Signaling (RGS) 4: qHTS | Potency, µM (highest dose often 114 µM), inactives show top-dose activity change, negative = inhibition, usual class: inhibitors | Transcreener GDP fluorescence polarization, RGS4-accelerated GTP hydrolysis | 390,000 compounds, 0.039% hits; further: potency means the concentration at half of the fitted maximal effect; on the % scale 0 is the no-effect control and ±100 the full control effect; nearly all actives have a fitted effect of over 75% in size; some results filed as inactive show a strong effect at the top dose
Target sequence (P49798 whole entry, looked up): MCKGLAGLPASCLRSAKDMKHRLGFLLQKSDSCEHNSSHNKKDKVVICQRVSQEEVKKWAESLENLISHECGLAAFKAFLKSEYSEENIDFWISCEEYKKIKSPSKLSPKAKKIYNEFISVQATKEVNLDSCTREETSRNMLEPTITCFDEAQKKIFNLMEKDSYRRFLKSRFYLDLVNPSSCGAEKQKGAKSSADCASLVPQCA
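MLSMR compounds (23 nl, pin-transferred) preincubated 10 min at room temperature with a 500nM (2x) first reagent, then RGS4 at 900nM (2x) plus Transcreener GDP mix added; fluorescence polarization (620/688 nm) read before and after 90 min at 30 °C.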
JMJD2A Tudor inh: qHTS Assay for Inhibitors of JMJD2A-Tudor Domain; AID 504339, 2011; Lysine-specific demethylase 4A (Homo sapiens), O75164; Potency, µM (highest dose often 114 µM), for the others: at the highest dose activity change, negative = inhibition, actives largely listed as inhibitors; 390,000 compounds, 4.4% hits; AlphaScreen JMJD2A-Tudor / H3K4me3 peptide binding; further: potency means the concentration at half of the fitted maximal effect; on the % scale 0 is the no-effect control and ±100 the full control effect; nearly all actives have a fitted effect of over 50% in size
BAZ2B inh: qHTS Assay for Inhibitors of BAZ2B; Potency, µM (series often up to 114 µM), without a hit: at the highest dose activity change, negative = inhibition, usual class: inhibitors; AID 504333, 2011; 360,000 compounds, 4.4% hits; Bromodomain adjacent to zinc finger domain protein 2B (Homo sapiens), Q9UIF8; AlphaScreen BAZ2B-H3K14Ac peptide displacement; further: potency means the concentration at half of the fitted maximal effect; on the % scale 0 is the no-effect control and ±100 the full control effect; nearly all actives have a fitted effect of over 60% in size
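AlphaScreen displacement: compounds (up to 110uM) incubated 30 min at room temperature with a preformed 50 nM BAZ2B/50 nM biotinylated H3K14Ac peptide complex in PBS pH 7.4 with Tween-20. Donor and acceptor beads at 10 ug/mL final added, 20 min light-protected before reading.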
HP1b chromo inh: HTS for Inhibitors of HP1-beta Chromodomain Interactions with Methylated Histone Tails; Chromobox protein homolog 1 (Homo sapiens), P83916; AlphaScreen HP1-beta / biotin-H3K9me3 peptide binding; Potency, µM (series often up to 114 µM), for the others: at the top dose activity change, negative = inhibition, usual class: inhibitors; 390,000 compounds, 0.56% hits; further: potency means the concentration at half of the fitted maximal effect; nearly all actives have a fitted effect of over 70% in size; inactives centre near 23
Target sequence (P83916 whole entry, looked up): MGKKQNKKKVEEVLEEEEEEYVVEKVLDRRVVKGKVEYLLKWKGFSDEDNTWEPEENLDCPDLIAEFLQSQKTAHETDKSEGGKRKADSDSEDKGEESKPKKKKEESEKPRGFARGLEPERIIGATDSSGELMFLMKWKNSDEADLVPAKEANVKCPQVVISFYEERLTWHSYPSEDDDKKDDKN
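AlphaScreen: HP1-beta (50 nM) preformed 30 min with biotin-H3(1-18)K9me3 peptide (50 nM) in PBS pH 7.4, 0.01% Tween-20. Compound added for 30 min at RT, then streptavidin donor/nickel chelate acceptor beads (10 ug/mL) for 30 min.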
The depositor's hits bear a star; ? = inconclusive; . = not tested or not shown; [ ] = another dose, or the depositor's remark. Unless noted, the call rests on the fitted dose curve; in most records, active means well fitted curve in the direction sought with a large enough effect; inconclusive means small, poorly fitted or top-dose-only effect, or another doubt; inactive means no such curve, though single readings can be large; an effect the other way counts as inactive or inconclusive. The list is partial; count on the stated rates, not on these rows.

Values run as follows: PI4K2A inh	GLS inh	G9a inh	ALOX12 inh	ERG Ets-DNA blk	RGS4 inhibitor	JMJD2A Tudor inh	BAZ2B inh	HP1b chromo inh
CCOC(=O)C(C(=O)Nc1ccccn1)C1CCCCC1 (stereo not drawn)
 : -6	-1%	50µM*	?	-3%	-11%	89µM*	1%	21%
C/C=C(\C)C(=O)OC(C)(C)[C@@H]1Cc2cc3ccc(=O)oc3cc2O1
 : -3	-2%	-12%[2.33 µM]	-4%	4%	-14%	-3%	-4%	78%[activator]
CCC(=O)N1CCc2cc(S(=O)(=O)CCC(=O)Nc3ccc(C)c(F)c3)ccc21
 : 8	4%	20%[59 µM]	0%	-6%	0%	4%	-2%	44%
O=C(NCCCc1ccccc1)C(=O)c1c[nH]c2ccccc12
 : 6	3%	73%[activator]	4%	0%	9%	-20%	-19%	23%
CC(C)CCc1noc(CN2CCC(C(=O)N3CCOCC3)CC2)n1
 : 1	21%	0%	26%	-6%	-14%	-6%	-2%	36%
Cc1ccc(-c2nc(CNC(=O)Nc3ccccc3)c(C)o2)cc1
 : -11	7%	10%[59 µM]	?	-3%	-1%	-16%	-14%	16%
COc1ccc(Cc2nc(-c3cccnc3)no2)cc1OC
 : 0	1%	4%[0.501 µM]	0%	-3%	-14%	0%	2%	52%[activator]
CC1=C(C)C(=O)N(c2ccc(C(=O)O)cc2)C1=O
 : -3	3%	-51%	-1%	12%	15%	-9%	-26%	30%[activator]
CN(/N=C/c1ccc2c(c1)OCO2)c1ccccc1
 : -6	21%	10µM*	-8%	5%	-20%	?	28µM*	-31%
COc1ccc(C(CC(=O)c2ccccc2)S(=O)(=O)c2ccccc2)cc1 (stereo not drawn)
 : -2	10%	?	-23%	-8%	35%	-4%	-3%	18%
COc1ccc(NC(=S)N2CCNC(=O)C2CC(=O)Nc2cccc(Cl)c2C)cc1 (stereo not drawn)
 : -4	10%	?	-5%	-3%	-17%	-25%	-9%	13%
O=C(NCCC(=O)N(CCc1ccccc1)Cc1ccccc1)c1ccc(Br)cc1
 : 2	3%	0%[59 µM]	-8%	10%	-12%	7%	0%	54%[activator]
CC(=O)c1cccc(NC(=S)NC(=O)c2ccc(C)cc2Cl)c1
 : -4	0%	-10%	?	2%	10%	-5%	-37%	17%
O=C(Nc1ccccc1F)N1CCCC1c1cccnc1 (stereo not drawn)
 : -2	-3%	6%	?	-6%	15%	-6%	3%	23%
CC12CCC(=O)N1C(C(=O)Nc1nc3ccc(F)cc3s1)CS2 (stereo not drawn)
 : 2	1%	-6%[59 µM]	?	-10%	-2%	-4%	-3%	24%
CN(c1nc(-c2ccccc2)cs1)C1CCS(=O)(=O)C1 (stereo not drawn)
 : 1	0%	?	-18%	.	-35%	-18%	?	11%
CCS(=O)(=O)c1nc2ccccc2n1Cc1ccccn1
 : 5	3%	-9%	-10%	10%	2%	-5%	11%	32%
O=C1Nc2ccccc2C(=O)N2C[C@@H](O)C[C@H]12
 : 9	-9%	4%	9%	-6%	-9%[56.9 µM]	-8%	11%	61%[activator]
O=C(Nc1ccc2cccnc2c1)c1ccc(Br)cc1
 : -3	-1%	23%[0.501 µM]	12%	-8%	19%	104%[activator]	92%[activator]	126%[activator]
COc1cc(OC)cc(C(=O)NCC(=O)OCC(=O)N2c3ccccc3NC(=O)C2(C)C)c1
 : 0	11%	-3%	2%	1%	18%	-16%	?	1%
Cc1cn2c(=O)c(S(=O)(=O)NCCc3ccc(Cl)cc3)c(C)nc2s1
 : 2	-14%	-4%[59 µM]	-15%	6%	6%	-8%	-10%	-1%
Cc1nn(CC(=O)NC2CCC(C)CC2)c(=O)c(C#N)c1C (stereo not drawn)
 : -2	0%	7%	2%	-2%	4%	-18%	11%	1%
CC(=O)c1cccc(NS(=O)(=O)c2ccc3[nH]c4c(c3c2)CCCCCC4)c1
 : 1	5%	?	-24%	-2%	-25%	?	-27%	3%[57 µM]
Cc1ccc(S(=O)(=O)NC(C)C(=O)NC2CC2)cc1 (stereo not drawn)
 : 0	-9%	79µM*	-1%	4%	-10%	-1%	-4%	28%
Cc1cc(C(=O)N/N=C2\CCCc3ccccc32)c(C)o1
 : -3	0%	-3%	1%	2%	20%	-15%	-27%	16%
COc1ccc(N(C)S(=O)(=O)c2ccc3c(c2)NC(=O)CO3)c(OC)c1
 : -4	-5%	.	-15%	9%	-17%	-3%	-9%	31%
Cc1cccc(N2CCN(Cc3cn(C)nc3-c3ccccc3F)CC2)n1
 : -1	3%	-33%	2%	0%	-10%	-18%	-27%	8%
COc1cccc(NC(=O)CNC(=O)Cn2c(C)cc3ccccc3c2=O)c1
 : 5	1%	7%[59 µM]	-14%	-4%	-12%	-2%	0%	34%
O=C(COc1ccccc1Cl)NCc1nc(-c2ccccc2)no1
 : 9	-7%	66%[activator]	99%[activator]	-3%	-11%	0%	-6%	45%[activator]
O=C(Nc1ccc(OCC(=O)N2CCN(S(=O)(=O)c3ccccc3)CC2)cc1)c1ccco1
 : -2	-7%	-38%[12.7 µM]	-16%	-7%	-14%	1%	-37%	27%
Cc1ccccc1Cn1c(C(C)O)nc2ccccc21 (stereo not drawn)
 : -2	5%	-7%[59 µM]	13%	3%	24%	-16%	-1%	10%
CCn1c(SCC(=O)c2cccs2)nnc1-c1ccco1
 : 7	12%	50µM*	-3%	4%	-44%	-16%	-5%	33%
CC1CCc2nc(NC(=O)C3COc4ccccc4O3)sc2C1 (stereo not drawn)
 : 2	-8%	?	5%	-6%	-30%	-12%	-32%	37%
O=c1ccc2cc(S(=O)(=O)Nc3ccc(F)c(Cl)c3)ccc2[nH]1
 : 0	4%	2%[59 µM]	-17%	-2%	-11%	0%	2%	32%[57 µM]
COc1cc(C(=O)N=c2sc3c(C)ccc(OC)c3n2C)cc(OC)c1OC
 : 0	-10%	.	0%	16%	8%	-2%	5%	41%[activator]
CS(=O)(=O)N(CCc1ccccc1)CC(=O)NCc1cccnc1
 : -1	4%	3%[12.7 µM]	128%[activator]	2%	9%	-15%	-4%	13%
N=C1C(c2nc3ccccc3[nH]2)=C(O)CN1NC(=O)c1c[nH]c2ccccc12
 : -5	4%	24%	162%[activator]	1%	-3%[56.9 µM]	-29%	-10%	34%
CCCCCN(C(=O)CCC(=O)OCC(=O)N(C)Cc1ccc(C)cc1)c1c(N)n(CCCC)c(=O)[nH]c1=O
 : -2	9%	27%	11%	10%	16%	-1%	-10%	22%
Cc1ccc(S(=O)(=O)N(C)/N=C/c2ccc(C(=O)O)cc2)cc1
 : -2	-3%	45µM*	-1%	1%	-4%	-7%	-2%	42%[activator]
Cc1ccc2nc(NC(=O)c3cc(=O)c4cc(Cl)ccc4o3)sc2c1
 : 1	2%	5%[59 µM]	-12%	1%	2%	-23%	-11%	0%
Cc1nn(S(=O)(=O)N2CCOCC2)c(C)c1Br
 : 1	1%	4%	-8%	-1%	22%	-16%	-8%	34%
C=CCOC(=O)C1=C(C)NC2(O)c3ccccc3C(=O)C12O (stereo not drawn)
 : -4	-11%	17%	?	5%	-25%	3%	12%	37%
CC(C)(C)Nc1nc(C(N)=O)nc(N2CCOCC2)n1
 : -2	13%	-4%[12.7 µM]	-4%	-3%	-12%	-28%	-36%	-6%
CN(CC(=O)Nc1ccccc1C(F)(F)F)C(=O)CSc1nnc(N)s1
 : 2	-13%	.	0%	11%	0%	1%	.	9%
COc1ccc(S(=O)(=O)Nc2ccc3c(c2)C(=O)N([C@H](C)CO)C[C@H](C)[C@@H](CN(C)C(=O)Nc2ccc(C(F)(F)F)cc2)O3)cc1
 : 3	-9%	.	?	-5%	-16%	-23%	.	32%
O[C@H]1c2ccccc2[C@H](Cc2cncs2)[C@@H]1Br
 : -4	1%	-6%[0.501 µM]	8%	7%	-25%	-12%	9%	68%[activator]
CC(=O)Nc1ccc(S(=O)(=O)N2CCN(c3ccc([N+](=O)[O-])c(NCCN4CCOCC4)c3)CC2)cc1
 : 2	5%	71µM*	-13%	-3%	-15%	?	-35%	-19%
CCN1CCN(CC(=O)NC2CCCC2)C(=O)C1=O
 : 3	-1%	8%	13%	5%	10%	-21%	1%	24%

Record cards, from the list above. Values in the order: PI4K2A inh, GLS inh, G9a inh, ALOX12 inh, ERG Ets-DNA blk, RGS4 inhibitor, JMJD2A Tudor inh, BAZ2B inh, HP1b chromo inh
`O[C@H]1c2ccccc2[C@H](Cc2cncs2)[C@@H]1Br` as listed: -4, 1%, -6%[0.501 µM], 8%, 7%, -25%, -12%, 9%, 68%[activator]
`O=c1ccc2cc(S(=O)(=O)Nc3ccc(F)c(Cl)c3)ccc2[nH]1` as listed: 0, 4%, 2%[59 µM], -17%, -2%, -11%, 0%, 2%, 32%[57 µM]
